NALP1 yeast inh: NALP1 inflammasome inhibitors in reconstituted yeast, colorimetric, S. cerevisiae, triplicate retest; inhibition, % at 10 µM; hit rate 0.61% among 280,000; S. cerevisiae NALP1/ASC/caspase-1 growth, X-gal OD620, 72 h; in the data active = inhibition mostly above about 24%, no sharp cut-off; inactive = mostly below about 32%; note: some compounds called inactive have numbers as strong as hits
UBC9 SUMO inh: inhibitors of in vitro SUMOylation cascade, primary screen, biochemical, HTRF, uHTS; HTRF SUMOylation assay, SAE1/SAE2 + UBC9; AID 2006, 2009; SUMO-conjugating enzyme UBC9 (Homo sapiens), P63279; inhibition, % at 35 µM; hit rate 0.36% among 290,000; in the data active = inhibition above about 50%, passing the limit was not always enough; note: strong numbers were not always called active
Target sequence (P63279 whole entry, looked up): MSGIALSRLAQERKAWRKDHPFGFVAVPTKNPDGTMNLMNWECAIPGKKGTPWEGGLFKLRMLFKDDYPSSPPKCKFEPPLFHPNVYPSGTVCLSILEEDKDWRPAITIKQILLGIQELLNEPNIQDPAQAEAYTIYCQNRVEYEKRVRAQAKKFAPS
NS3 helicase inh: inhibitors of HCV NS3 helicase, primary screen, biochemical, Cy5 molecular beacon fluorescence. Hepatitis C virus NS3 helicase. NS3 helicase DNA unwinding. inhibition, % at 10.9 µM. hit rate 0.56% among 290,000;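 active = inhibition above the mean of all tested compounds plus 3 SD, set per campaign, cut at about 35% in these data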;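 note: 0% = DMSO wells and 100% = thioflavine S control wells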
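Test system: hepatitis C virus NS3 helicase domain fragment enzyme. Also added: annealed dual-labelled DNA beacon duplex, ATP-started. Timing: 60 min unwinding reaction at 25 °C after ATP addition. Technique: Cy5 fluorescence. Measure: % inhibition of unwinding.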
PfM18AAP inh: PfM18AAP inhibitors, malaria aminopeptidase, primary screen, biochemical, QFRET, recombinant enzyme. M18 aspartyl aminopeptidase (Plasmodium falciparum 3D7). H-Glu-NHMec fluorogenic cleavage. inhibition, % at 7.35 µM. hit rate 1.2% among 290,000;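 active = inhibition above the campaign mean inhibition over all tested compounds plus 3 SD, cut at about 28% in these data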;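 note: 0% = plate median of test compound wells and 100% = 2 mM ZnCl2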
MEKK2 WT-MEK5: modulators of MEK5 binding to wildtype MEKK2, primary screen, biochemical, multiplex bead flow cytometry, Alexa488-MEK5; Mitogen-activated protein kinase kinase kinase 2 (Homo sapiens), Q9Y2U5; Alexa488-MEK5 binding to MEKK2 WT; actives lie on both sides; binding response (% of control), % at 10 µM; hit rate 1.1% among 290,000; AID 1531, 2009; in the data active = binding response below about 67% or above about 130%
IMP-1 inhibitor: IMP-1 metallo-beta-lactamase inhibitors, primary screen, biochemical, epi-absorbance readout, Pseudomonas aeruginosa enzyme; inhibition, % at 5.6 µM; purified IMP-1, nitrocefin hydrolysis, epi-absorbance fluorescence; metallo-beta-lactamase IMP-1 (Pseudomonas aeruginosa); hit rate 0.45% among 290,000;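 active = inhibition above the mean plus 3 SD of all compounds in the same screening run, cut at about 4.5% in these data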;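 note: 0% = IMP-1 with DMSO and 100% = DMSO wells lacking enzyme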
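Material – recombinant IMP-1 enzyme, purified · Amount – IMP-1 0.2 nM before substrate addition · Medium – HEPES buffer pH 7.1 with ZnSO4 and Brij 35 · Timing – 25 °C, 15 min preincubation, 25 min reaction · Measured by – plate fluorescence quenching by hydrolysis product, ex 480/em 530 nm · Read-out – percent enzyme inhibition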
MEKK2 mut-MEK5: MEK5 binding signal on mutant MEKK2 PB1, primary screen, biochemical, multiplex bead flow cytometry, Alexa488-MEK5. Alexa488-MEK5 binding to MEKK2 mutant. percent response, % at 10 µM. hit rate 0.35% among 290,000; in the data active = percent response above about 24%, passing the limit was not always enough; note: inactives centre near 1; some results filed as inactive read as strong as hits; reference of the scale not given here
FID counter: compounds displacing fluorescent DNA intercalator, primary screen, artefact control for HCV NS3 helicase inhibitor project, biochemical, FID fluorescence. inhibition, % at 7.9 µM. DNA fluorescent intercalator displacement. hit rate 0.17% among 290,000; in the data active = inhibition above about 37%;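 note: 0% = vehicle and 100% = reference compound; higher means more ethidium bromide displaced from hairpin DNA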
VIM-2 inh: VIM-2 metallo-beta-lactamase inhibitors, primary screen, biochemical, epi-absorbance readout, Pseudomonas aeruginosa enzyme | purified VIM-2, nitrocefin hydrolysis, epi-absorbance fluorescence | hit rate 0.89% among 290,000 | inhibition, % at 5.6 µM | AID 1527, 2009;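 active = inhibition above the mean of all tested compounds plus 3 SD, cutoff set per screening run, cut at about 7.5% in these data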;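 note: red hydrolysis product quenches plate fluorescence so inhibitors raise well fluorescence; 0% = enzyme with DMSO and 100% = DMSO without enzyme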
The depositor's hits bear a star; / = no result given.

SMILES	NALP1 yeast inh	UBC9 SUMO inh	NS3 helicase inh	PfM18AAP inh	MEKK2 WT-MEK5	IMP-1 inhibitor	MEKK2 mut-MEK5	FID counter	VIM-2 inh
CCOC(=O)c1sc(N/N=C/c2cc(Br)c(O)c(OC)c2)nc1C	4	10	2	37*	95	-4.8	1	7	-2.7
COc1c(S(=O)(=O)NCCCN2CCOCC2)ccc(Cl)c1Cl	/	16	-2	-3	94	-2.8	-11	1	-2.4
O=C(CCC(=O)N1CCOc2ccccc21)NCCc1ccccc1	-2	-9	7	-7	99	-2.2	1	-13	-1.9
Cc1nc(SCC(=O)Nc2c(C)nn(C)c2C)c2cnn(-c3ccccc3)c2n1	0	2	0	5	106	-2.5	-1	-12	-1.0
CCC(C)OC(=O)C1=C(C)OC23OC(N)=C(C#N)C12C(=O)c1ccccc13 (centres undefined)	8	17	9	2	96	-1.1	2	-21	-2.1
CC(NS(=O)(=O)c1ccc(F)cc1)C(=O)Nc1ccc2c(c1)OCCO2 (centres undefined)	19	1	4	-11	106	-0.3	4	-6	0.0
COc1ccc(NC(=O)Nc2cccc(NC(C)=O)c2)c(OC)c1	10	-7	2	3	107	-1.4	7	-1	-2.1
COc1ccc(-c2nnc(SCC(=O)Nc3nc4ccccc4s3)n2C)cc1	13	30	7	-1	/	-3.1	/	-3	-2.8
COc1ccc(-n2c(SCC(=O)N3CCOCC3)nc(O)cc2=O)cc1	2	5	4	-1	105	-3.3	3	-61	-2.4
COc1ccc(C(=O)NCCN2CCN(C(=O)c3ccc(OC)cc3)CC2)cc1	13	19	10	-5	108	-1.0	5	-21	-2.0
CCOC(=O)N1CCN(C(=O)CNC(=O)c2ccc(Br)o2)CC1	0	-1	5	2	100	-2.0	4	-12	-1.2
OCCCCC#Cc1c(-c2ccsc2)sc2ccccc12	-1	-19	-37	-10	97	0.4	-4	-17	2.0
CCCCCCn1cc(C(=O)O)c(=O)c2ccccc21	12	11	14	8	115	-1.8	7	-5	4.7
COc1ccc(C(=O)C2CCCN(Cc3cccn3-c3ccccn3)C2)cc1F (centres undefined)	18	-1	-29	-4	95	-1.4	-8	23	-0.2
O=C(C1CC1)N1N=C2CCCCC2C1(O)C(F)(F)F (centres undefined)	-20	11	-8	-3	104	0.0	3	-1	-1.9
COc1ccc(CN2CC(=O)N(c3ccc(C)c(C)c3)C2=S)cc1OC	14	-3	21	4	90	-0.8	-1	-24	-1.3
COc1ccc(NC(=O)CC2C(=O)N(Cc3cccs3)C(=S)N2C(C)C)cc1 (centres undefined)	15	-14	-8	-2	99	-2.1	-3	-5	-1.7
CCc1ccc2c(c1)cc(CN(C(=S)Nc1cccc(C)c1)C1CC1)c1nnnn12	-1	8	-6	0	101	-1.2	3	-3	-0.2
COc1ccc(NS(=O)(=O)c2ccc3c(c2)NC(=O)CCS3)cc1Cl	12	13	-8	-7	102	-2.7	1	-15	-2.6
CCN1CCN(c2ccc(NC(=O)Cc3ccccc3)cc2)CC1	7	-1	-3	1	120	-2.8	9	6	-3.2
O=C(Nc1cc(S(=O)(=O)N2CCCC2)ccc1OCC(F)(F)F)c1ccccc1F	24	6	-8	-3	87	-1.6	-3	6	-3.9
CN1CCN(C(=O)Cn2c(=O)oc3cc(S(=O)(=O)NCc4ccccc4)ccc32)CC1	-9	29	3	-1	102	-1.0	0	7	-1.2
O=C(COC(=O)c1sc2cc(F)ccc2c1Cl)Nc1ncc(Cl)cc1Cl	24	16	2	-10	105	-3.1	13	2	-3.8
COc1ccccc1NC(=O)c1ccc(N2CC3CC(C2)c2cccc(=O)n2C3)c(NC(=O)c2ccncc2)c1 (centres undefined)	22	19	1	8	104	-0.3	7	-31	-2.6
COCc1cc(OC)nc(-c2csc(C)n2)n1	20	4	-7	-1	86	-3.5	-22	-1	-2.0

5 entries out of the list above, arranged by their value in VIM-2 inh, largest number first:
Compound	VIM-2 inh
CCCCCCn1cc(C(=O)O)c(=O)c2ccccc21	4.7
CN1CCN(C(=O)Cn2c(=O)oc3cc(S(=O)(=O)NCc4ccccc4)ccc32)CC1	-1.2
O=C(C1CC1)N1N=C2CCCCC2C1(O)C(F)(F)F (centres undefined)	-1.9
COc1ccc(NC(=O)Nc2cccc(NC(C)=O)c2)c(OC)c1	-2.1
O=C(Nc1cc(S(=O)(=O)N2CCCC2)ccc1OCC(F)(F)F)c1ccccc1F	-3.9

Continuation:
SMILES	NALP1 yeast inh	UBC9 SUMO inh	NS3 helicase inh	PfM18AAP inh	MEKK2 WT-MEK5	IMP-1 inhibitor	MEKK2 mut-MEK5	FID counter	VIM-2 inh
COc1ccc(CCNC(=O)c2ccn[nH]2)cc1OC	4	-2	7	-8	107	-5.0	6	8	-1.1
CC(C)n1c(CN(C)Cc2ccccc2)nc2c1c(=O)n(C)c(=O)n2C	-14	-4	3	-3	104	-2.3	0	-25	1.5
CCOc1[nH]n(-c2ccc(Cl)cc2)c(=O)c1C=Nc1ccc(O)cc1	2	33	11	8	106	-1.5	6	-23	-1.6
N#CC1=C(SCC(N)=O)NC(=O)CC1c1ccccc1Cl (centres undefined)	2	0	1	-1	111	-2.1	16	-1	-3.6
O=C(O)c1cc(N/N=C/c2c(O)ccc3ccccc23)ccc1Cl	-46	8	12	4	89	-0.4	-9	-7	1.1
COc1ccc(C(=O)NC(=S)Nc2ccc(CN3CCOCC3)cc2)cc1	-14	8	-6	6	101	0.7	3	-11	-0.2
CCOc1ccc(NC(=O)COc2ccccc2)c([N+](=O)[O-])c1	19	18	3	-3	103	-3.4	1	10	-2.2
CC(CNC(=O)c1cncc(O)c1)NC(=O)c1cncc(O)c1 (centres undefined)	13	22	13	2	108	-3.6	7	8	-1.0
Cc1cc(N2C(=O)c3ccc(C(=O)Nc4ccccc4O)cc3C2=O)no1	1	19	-1	5	101	-1.3	4	2	-3.0
CN(Cc1cccc(Cl)c1Cl)CC(O)COc1ccccc1 (centres undefined)	17	-5	-16	-7	111	0.2	6	6	0.3
Cc1cc(C)c(OCCn2ccnc2)c(C)c1	14	24	-5	0	112	-2.7	7	-4	-1.7
Cc1nc2ccccc2c2nc(NC(=O)Cc3ccccc3)nn12	24	19	-7	0	101	-1.9	2	-12	-1.8
c1ccc2c(CSCc3nc4ccccc4[nH]3)cccc2c1	10	-11	4	-10	106	-4.0	1	-5	-1.6
Cc1cc(Br)cc2c(C(=O)NCC3CCCO3)cc(-c3ccccc3)nc12 (centres undefined)	22	6	-10	-13	94	-0.6	-1	-12	-1.1
CCN1CCN(C(c2ccccc2)c2nnnn2CCc2ccc(OC)c(OC)c2)CC1 (centres undefined)	18	12	2	2	105	2.2	4	11	-5.0
CC(=O)c1cccc(NC(=O)C2CCCN2S(=O)(=O)c2cccc3cccnc23)c1 (centres undefined)	-12	18	-3	-1	103	-1.4	3	-18	-1.6
Cc1noc(C)c1COc1ccc(C(=O)OCC(=O)OC(C)(C)C)cc1	2	2	-9	-1	100	-0.5	-5	-24	-1.7
COC(=O)c1ccc(OC)c(CSc2nnc(COc3ccc(OC)cc3)o2)c1	34	-8	-6	-5	97	-0.3	-4	-17	-0.1
COc1ccc(N2CCN(C(=O)c3ccc(Br)cc3)CC2)c([N+](=O)[O-])c1	14	14	-1	4	96	-1.8	-2	-24	-4.3
O=C(c1ccco1)N1CCN(S(=O)(=O)c2ccccc2)CC1	9	-5	-5	-4	106	-4.6	4	-5	-0.5
CN(C(=O)COC(=O)/C=C/c1ccc(C(F)(F)F)cc1)C1CCS(=O)(=O)C1 (centres undefined)	17	10	1	-1	90	0.1	-7	-21	0.6
O=C(Nc1ccc(Cl)cc1)NC1CCS(=O)(=O)C1 (centres undefined)	19	3	0	-4	93	-1.9	-5	-3	-2.2
COc1ccc(NC(=O)CN(C)C(=O)CNC(=O)c2cccs2)cc1	12	16	-4	-9	105	-0.6	3	-1	-0.5
COc1ccccc1NC(=S)NC(NC(C)=O)C(Cl)(Cl)Cl (centres undefined)	4	0	1	9	98	-2.1	-3	-1	-2.0
Cc1ccc(S(=O)(=O)NC(CC(C)C)C(=O)N2CC(C)OC(C)C2)cc1 (centres undefined)	16	11	2	-1	108	-1.5	6	-20	-2.7

Reformatted: entries from further up
Molecule,NALP1 yeast inh,UBC9 SUMO inh,NS3 helicase inh,PfM18AAP inh,MEKK2 WT-MEK5,IMP-1 inhibitor,MEKK2 mut-MEK5,FID counter,VIM-2 inh
Cc1nc(SCC(=O)Nc2c(C)nn(C)c2C)c2cnn(-c3ccccc3)c2n1,0,2,0,5,106,-2.5,-1,-12,-1.0
CCC(C)OC(=O)C1=C(C)OC23OC(N)=C(C#N)C12C(=O)c1ccccc13 (centres undefined),8,17,9,2,96,-1.1,2,-21,-2.1

Other results
SMILES	NALP1 yeast inh	UBC9 SUMO inh	NS3 helicase inh	PfM18AAP inh	MEKK2 WT-MEK5	IMP-1 inhibitor	MEKK2 mut-MEK5	FID counter	VIM-2 inh
c1ccc(Cn2ncc3c(N4CCOCC4)ncnc32)cc1	-88	2	7	4	104	-2.5	1	-5	-2.7
COc1ccc(CN2C(=O)/C(=C/c3ccc(-c4ccc(Cl)c(C(=O)O)c4)o3)SC2=S)cc1	21	39	24	3	66	-0.8	-14	-21	-0.9
Cc1ccc(S(=O)(=O)Nc2ccc(NC(=O)c3cccnc3)cc2)cc1	11	16	-8	3	84	-0.2	1	5	-2.9
Oc1ccc(/C=N/N2CCN(Cc3ccccc3)CC2)cc1	-5	6	-8	-16	95	2.2	0	-10	1.6
COc1ccc(Cl)cc1NS(=O)(=O)c1cccc(C(=O)NCC2(N(C)C)CCCCC2)c1	12	10	-23	10	114	-2.4	6	22	-3.2
O=C1CN(C(=O)/C=C/c2cc(Br)ccc2F)CCN1	11	10	-1	1	99	-2.4	1	-9	-1.5
CCN(CC)c1ccc(NC(=O)CN(C)Cc2cccs2)cc1	22	-2	-8	1	106	-2.0	0	-13	-0.9
O=[N+]([O-])c1cccnc1Sc1n[nH]c(-c2ccc(Cl)cc2)n1	11	11	-10	-5	79	-1.0	-12	17	-0.7
CCOc1ccc(-n2c(=S)sc3c(=O)[nH]c(SCC(=O)NCc4ccco4)nc32)cc1	11	10	25	10	104	-1.3	5	-34	-1.4
COc1ccc(-n2c(CN3CCN(C)CC3)nc3ccc([N+](=O)[O-])cc3c2=O)c(OC)c1	6	3	-22	6	106	-1.2	6	7	-0.9
O=C(COC(=O)/C=C/c1ccc(Cl)cc1Cl)Nc1cc(C(F)(F)F)ccc1N1CCOCC1	15	5	-8	1	89	0.2	-5	8	-2.1
O=C(NCc1ccccn1)/C(=C/c1ccco1)NC(=O)c1ccccc1	10	-10	3	6	101	-2.0	1	13	-5.2
CCc1ccc(NC(=O)CSc2nnnn2C)cc1	3	13	-7	2	104	-3.0	4	-6	-3.2
C/C=C/C(=O)OCC(=O)Nc1ccc(OC)c(OC)c1	10	5	6	-4	104	-2.4	-1	-2	0.2

Source: PubChem BioAssay

Compounds were not picked by outcome, and some 4.7% of all compounds hit somewhere here.
